MCF10A rerep: induces DNA re-replication in MCF 10a normal breast cells; MCF 10A DNA re-replication, Hoechst nuclear intensity, 48 h; Potency, µM (doses to about 46.1 µM), for inactives: at the top dose activity, positive = re-replication, most hits filed as activators; 350,000 compounds, 2.9% hits; further: potency means the concentration at half of the fitted maximal effect; % of control where 0% means no effect; nearly all actives have a fitted effect of over 50% in size
IL1B secr inh: blocks inflammasome-driven IL-1 beta release | THP-1 LPS/ATP IL-1B secretion, AlphaLISA, 16 h; hits give low values | activity change, % at 57.5 µM | 360,000 compounds, 4.7% hits | AID 743279; in the data active means activity change below about -50%; inconclusive means mostly about -30% to -49%; further: on the % scale 0 is the no-effect control and ±100 the full control effect
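Secreted IL-1B measured by AlphaLISA bead assay after 16 h compound exposure of THP-1 cells; compounds (final up to 57.5 uM) added 1 h before LPS (250 ng/mL) and ATP (1.25 mM) stimulation; lower signal means less secretion.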
HepG2 tox: kills HepG2 cells in TGF-b inhibitor counter-screen; HepG2 CAGA-GFP viability, ATP luminescence, 18 h; Potency, µM (highest dose often 46.1 µM), inactives show at the highest dose activity change, negative = cytotoxicity, most hits filed as cytotoxic; 410,000 compounds, 0.76% hits; further: potency means the concentration at half of the fitted maximal effect; some results filed as inactive show a strong effect at the top dose
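CellTiter-Glo luminescence gave cytotoxicity after 18 hours at 37 degrees C. The cells were HepG2 CAGA-GFP in 1% FBS DMEM, stimulated with 500 pg/mL TGF-beta after compound addition. %Activity was normalised to no-cell wells (complete cell-killing) and DMSO (no toxicity), and curves were fitted and classified.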
TGFb inhibitor: TGF-b pathway inhibition; HepG2 CAGA-GFP TGF-b/SMAD3 reporter, GFP fluorescence, 18 h; TGF-beta stimulated, 500 pg/mL final; Potency, µM (series often up to 46.1 µM), for the others: at the highest dose activity, negative = inhibition, hits mostly inhibitors; 410,000 compounds, 1.2% hits; AID 588855; further: potency means the concentration at half of the fitted maximal effect; on the % scale 0 is the no-effect control and ±100 the full control effect; nearly all actives have a fitted effect of over 65% in size
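Inhibition was scored as loss of TGF-beta-induced (500 pg/mL final, 18 hours, 37 degrees C) GFP in HEPG2 cells carrying a CAGA-GFP reporter, in DMEM with 1% FBS. Well GFP was summed per cell; Activity was normalised to unstimulated and stimulated DMSO wells, then concentration-response fitting.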
Nrf2 activator: activators of Nrf2 (ARE) signaling | AREc32 ARE-luciferase reporter (MCF7-derived line), luminescence, 24 h | Potency, µM (series often up to 46.1 µM), without a hit: at the highest dose activation, most hits filed as activators | 410,000 compounds, 0.31% hits; further: potency means the concentration at half of the fitted maximal effect; % of control where 0% means no effect; nearly all actives have a fitted effect of over 65% in size
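Cells of the AREc32 ARE-luciferase line are plated in OPTI-MEM containing 5% FBS and left overnight at 37 deg C. Compounds are pinned in, incubation continues 24 hr, and firefly luciferase signal is then measured.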
S2 tox: cell viability loss in ATXN counter-screen; Potency, µM (top dose mostly 56.7 µM), hits mostly cytotoxic; S2 cells (HEK-293 line with an ATXN2-luciferase reporter) viability, CellTiter-Fluor protease fluorescence, 24 h; 400,000 compounds, 0.49% hits; AID 651635; further: potency means the concentration at half of the fitted maximal effect; nearly all actives have a fitted effect of over 40% in size
A549 tox: counter-screen for Nrf2 inhibitors: cytotoxicity in A549 cells; A549 ARE-Fluc cells, CellTiter-Fluor viability, 18-24 h; Potency, µM (highest dose often 46 µM), inactives show top-dose activity change, negative = cytotoxicity, most hits filed as inhibitors; 390,000 compounds, 0.16% hits; AID 504648; further: potency means the concentration at half of the fitted maximal effect; on the % scale 0 is the no-effect control and ±100 the full control effect
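A549 ARE_Fluc cells in 5% FBS OPTI-MEM were exposed to compounds in concentration-response for 18-24 h at 37 deg C. Viability was read by CellTiter-Fluor fluorescence (Ex 405/Em 525) after 30 min, before the luciferase read.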
ATXN2 expr inh: reduces ATXN2 reporter expression in HEK-293 cells | HEK-293 ATXN2-luciferase reporter, luminescence, 24 h | Potency, µM (top dose mostly 57 µM), for the others: top-dose activity change, negative = inhibition, actives largely listed as inhibitors | 360,000 compounds, 0.72% hits | AID 1745845; further: potency means the concentration at half of the fitted maximal effect; on the % scale 0 is the no-effect control and ±100 the full control effect; nearly all actives have a fitted effect of over 55% in size
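ATXN2-luciferase reporter cells (luciferase flanked by upstream and downstream ATXN2 gene portions) were treated 24 h at 37 °C with compounds at up to 57 uM. SteadyGlo luminescence gave expression; GF-AFC fluorescence gave viability.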
Nrf2 block: Nrf2 pathway inhibition | A549 ARE-Fluc reporter, luciferase luminescence, 18-24 h | 360,000 compounds, 2.1% hits | AID 504444 | Potency, µM (titrated, usually from 46 µM), for the others: at the top dose activity change, negative = inhibition, actives largely listed as inhibitors; further: potency means the concentration at half of the fitted maximal effect; on the % scale 0 is the no-effect control and ±100 the full control effect; nearly all actives have a fitted effect of over 60% in size
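Concentration-response testing used A549 ARE_Fluc cells at 5000 cells/well. Following an 18-24 h compound incubation, viability was read by fluorescence (Ex 405/Em 525) and luciferase output by luminescence.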
Active calls of the source: *; i = inactive; u = inconclusive; x = no result given; & = joins results of further samples; [ ] = another dose, or the depositor's remark. Unless noted, the call rests on the fitted dose curve; in most records, active means well fitted curve in the direction sought with a large enough effect; inconclusive means small, poorly fitted or top-dose-only effect, or another doubt; inactive means no such curve, though single readings can be large; an effect the other way counts as inactive or inconclusive.

SMILES | Nrf2 block | Nrf2 activator | TGFb inhibitor | S2 tox | MCF10A rerep | ATXN2 expr inh | A549 tox | IL1B secr inh | HepG2 tox
CCn1nnc(NC(=O)c2cc(Cl)c(OC)c(Cl)c2)n1 | -15% | 2.9% | -2% | i | 3% | 10% | -5% | 4 | 0%
Cc1[nH]c2c(C)cccc2c(=O)c1CN1CCCCCC1 | 1% | 0.5% | 5% | i | -4% | x | -8% | -9 | -1%
CCCCOC(=O)c1c(C)oc2ccc(NS(=O)(=O)c3ccc4c5c(cccc35)C(=O)N4)cc12 | u | 5.3% | 14µM* | i | u | u | -3% | -28 | -18%
O=C(CN1CCN(S(=O)(=O)N2CCCCCC2)CC1)Nc1ccc(F)cc1 | 2% | -0.7% | 10% | i | 3% | -11% | 2% | -15 | 3%
Cc1ccc([N+](=O)[O-])cc1N/C=C1\CCc2ccccc2C1=O | 21% | u | 4% | i | 7% | 3% | 1% | 7 | -33%
Cc1c(C(=O)N2CCCC2)sc(NC(=O)c2ccccc2)c1C#N | -29% | 8.1% | 0% | i | 24% | 1% | -4% | 2 | 3%
C=CCc1cccc(CNc2nc3ccccc3n2CCN2CCOCC2)c1O | x | -0.9% | -31% | i | u | -11% | 1% | -10 | -21%
COc1cccc(Cn2nc(C(=O)O)c3ccccc3c2=O)c1 | u | 6.6% | 18% | i | -2% | -23% | 2% | 5 | 1%
C=CCSc1nnc(NC(=O)C2CC(=O)N(c3ccc4c(c3)OCCO4)C2)s1 (stereo not given) | u | 2.6% | 2% | i | 23% | -19% | 9% | 9 | -11%
O=C(Cn1cc(C(=O)c2ccco2)c2ccccc21)NC1CC1 | -12% | 22% | -4% | i | -2% | 2% | -3% | 21 | -5%
COc1ccc(Cc2c(C(C)(C)C)nc3cc(C)c(Br)c(C)n23)c(C)c1 | x | 1.4% | x | i | x | 4% | x | 60 | x
O=C(CN1CCCN(Cc2ccccc2Cl)S1(=O)=O)Nc1ccc2c(c1)OCCO2 | x | 3.0% | -24% | u | x | -19% | -10% | x | -44%
COc1ccc2c(CC(=O)N(C)CC3COc4ccccc4O3)coc2c1 (stereo not given) | 1% | 0.1% | -51% | i | 0% | -4% | -1% | 6 | -13%
CCCN1CCN(CCCNC(=O)CN2C(=O)COc3ccc(C(C)(C)C)cc32)CC1 | x | 0.2% | 8% | i | x | x | x | 0 | -7%
CCN(CC(=O)Nc1c(F)cccc1F)C(=O)CNC(=O)c1cccs1 | -6% | 0.2% | -11% | i | 0% | -9% | -8% | -1 | 1%
COc1ccc(Nc2nc3c(S(=O)(=O)c4ccccc4)nnn3c3ccc(Cl)cc23)cc1 | u | -0.9% | 0% | x | x | x | u | x | 6%
O=C(O)c1cc(-c2ccncc2)nc2ccc(S(=O)(=O)N3CCOCC3)cc12 | -1% | -0.1% | 15% | i | u | 1% | 20% | 3 | -16%
Cc1ccc(NC(=O)c2sccc2-n2cccc2)c(C)c1 | -3% | 4.2% | -1% | i | 20% | -1% | 2% | -1 | -15%
Brc1ccc(-c2nnc(Cc3ccccc3)o2)cc1 | u | 11% | 2% | i | 4% | x | u | -21 | -6%
Cn1c(SCc2cccc(F)c2)nnc1-c1ccccn1 | 22% | 0.8% | 19% | i | 7% | 20% | -9% | u | -30%
CCC(=O)N1N=C(c2cccc(NS(C)(=O)=O)c2)CC1c1cccs1 (stereo not given) | -19% | 0.6% | 4% | i | 1% | 5% | -1% | -8 | 14%
N#CC(C#N)=CNc1cccnc1 | -5% | -0.4% | 7% | i | -12% | -1% | -6% | -7 | 2%
COc1ccc(OC)c(CN2CCN(CC(=O)Nc3ccccc3C(=O)NC3CC3)CC2)c1 | 1% | 0.1% | -2% | i | -7% | 5% | -10% | -2 | -5%
CCOc1ccc(-n2c(SCC(=O)Nc3ccc(C(=O)O)cc3)nc3ccccc3c2=O)cc1 | -10% | 3.3% | 0% | i | -9% | x | 1% | 11 | -9%
CCn1c(SCc2cccc(F)c2)nc2c(c1=O)SCC2 | -16% | 2.7% | -1% | i | u | 39%[activator] | 1% | 4 | 2%
O=C(CSc1ccccc1)N1CCc2ccccc21 | x | 2.8% | -2% | i | 1% | 75%[activator] | 5% | 16 | -1%
CCSC1=NCCN1C(=O)c1ccc(S(=O)(=O)N(CC)CC)cc1 | u | -0.4% | -2% | i | 2% | x | -7% | 0 | 3%
CCCC(=O)Oc1ccc(C2NC(=O)c3ccccc3O2)cc1OC (stereo not given) | -3% | 3.8% | 4% | i | -2% | -7% | 0% | 13 | -19%
CCOc1ccc(NC(=O)CC2NCCNC2=O)cc1 (stereo not given) | -5% | -0.7% | -2% | i | -2% | 2% | -14% | 8 | -2%
Cc1cc(/C=N/NC(=O)Cn2c3ccccc3c(=O)c3ccccc32)c(C)n1-c1ccccc1 | -5% | -0.9% | 2% | x | 21µM* | -6% | -12% | -8 | 16%
COc1ccc2oc(=O)c(N3C(=O)c4ccccc4C3=O)cc2c1 | -36% | -1.3% | 36%[activator] | i | 3% | x | -8% | -4 | -4%
Cc1c(C(=O)NC2CCOC2)oc2c(F)cccc12 (stereo not given) | -26% | 8.6% | 21% | i | 8% | x | u | -2 | 8%
COc1ccc(-c2cc3ccc(O)c(CN4CCC(C)CC4)c3oc2=O)cc1OC | x | -0.1% | -11% | x | x | 9% | 8% | x | 7%
CC(=O)Nc1ccn(Cc2c(F)cccc2Cl)n1 | 4% | 3.5% | 1% | i | -2% | 8% | 4% | -7 | -11%
COCCNC(=O)C(C(=O)c1ccc(F)cc1)n1cc(C)ccc1=O (stereo not given) | 2% | 0.2% | -3% | i | -5% | x | -1% | 3 | 4%
COC(=O)c1cc(NC(=O)c2cc3c(-c4ccccc4F)nn(C)c3s2)cc(C(=O)OC)c1 | 1% | 0.0% | 4% | i | x | -1% | 0% | x | 0%
O=C(Nc1cccc(F)c1)Nc1ccc(Cl)cn1 | u | 12% | 23% | i | 7% | 36% | 18% | 14 | 36%
CCCCn1nnnc1C(c1ccccc1)N1CCN(c2ccc(OC)cc2)CC1 (stereo not given) | x | 0.3% | x | i | x | -24% | x | 0 | x
O=S(=O)(Nc1ccc(Cl)cc1)c1cccc2cccnc12 | -26% | 3.8% | -21% | i | -8% | -12% | 1% | -17 | -17%
COc1cc(CNc2ncnc3c2ncn3[C@H]2CN(Cc3cc(OC)c(OC)c(OC)c3)C[C@@H](CO)O2)cc(OC)c1OC | x | 0.0% | 2% | i | x | -5% | x | 18 | -19%
O=C(CSc1nn(-c2ccc(F)cc2)c(=S)s1)NCC1CCCO1 (stereo not given) | 0% | -0.8% | -1% | i | -1% | x | 0% | -5 | 17%
COc1c(Br)cc2c(C)c(C(=O)N3CCOCC3)oc2c1Br | x | 2.9% | 48%[activator] | i | -1% | 30% | 21% | -11 | -46%
CCC(C)N1C(=O)c2ccccc2C1C(=O)NC1CCCCCC1 (stereo not given) | 10% | 0.2% | -7% | i | 3% | 4% | 10% | 24 | -80%
CC(=O)Nc1nnc(S(N)(=O)=O)s1 | 12% | -1.3% | 9% | i | -8%&-1% | 1%&9% | -5% | 4 | 2%
Cc1cnc(C(=O)Nc2ccccc2-c2nnn(CC(=O)NC3CCCC3)n2)cn1 | 1% | -0.1% | -1% | i | 3% | 0% | 2% | 25 | -18%
C=CCOc1ccc(C(=O)Nc2ccc3c(c2)n(C)c(=O)n3C)cc1 | u | u | 23% | i | 5% | 36% | 1% | 6 | -25%
O=C(NCCc1cscn1)C1CCC(=O)N(Cc2ccc(Cl)cc2)C1 (stereo not given) | 6% | -0.5% | 0% | i | -8% | 2% | 1% | 8 | 5%
O=C(NN=C1CCCC1)c1ccc([N+](=O)[O-])cc1 | -18% | -1.2% | 0% | i | -3% | -17% | -1% | 8 | 2%
c1ccc(NN(Cc2ccncc2)c2ccccc2)cc1 | x | -0.8% | -11% | u | x | x | x | 1 | -27%
Cc1ccc2[nH]c3c(=O)n(Cc4ccco4)cnc3c2c1 | 3% | 4.8% | 2% | i | -5% | 24% | 1% | 12 | -7%

Carrying on.
SMILES | Nrf2 block | Nrf2 activator | TGFb inhibitor | S2 tox | MCF10A rerep | ATXN2 expr inh | A549 tox | IL1B secr inh | HepG2 tox
CN(C)S(=O)(=O)c1ccc2oc(SCC(N)=O)nc2c1 | -6% | 2.9% | -4% | i | 4% | -2% | 1% | 3 | -39%
Nc1cc([N+](=O)[O-])ccc1O | -4% | 3.3% | -21% | i | 16% | 1% | -10% | 5 | -15%
CC(NC(=O)CN1CCc2ccccc21)c1ccccc1 (stereo not given) | 1% | 2.5% | 6% | i | 0% | -9% | 6% | -7 | -1%
COc1ccc([C@H]2/C=C\CN(C(=O)C3CCCC3)[C@@H](C)C(=O)N2Cc2ccc(F)cc2)cc1 | -4% | -0.1% | -10% | 20µM* | -9% | u | -13% | 22 | -12%
CCC(=O)Nc1ccc2c(c1)ncn2CCc1ccccc1 | 3% | 0.0% | 3% | i | 2% | 7% | 1% | -25 | -4%
CCN(CC)c1ccc(N=CN2CCOCC2)cc1 | 11% | 3.0% | -14% | i | 18% | 0% | -8% | 3 | -22%
Cc1cc(C)cc(-n2ncc3c2CCCC3NC(=O)c2cc(C)n(C)n2)c1 (stereo not given) | -13% | 0.7% | u | u | -2% | -10% | 4% | 0 | -6%
COc1ccccc1COC(=O)Nc1c(C)nn(C)c1Cl | -11% | -0.1% | 0% | i | 9% | -5% | -4% | -1 | 1%
COCCNC(=S)Nc1ccc2nsnc2c1 | 20% | 1.6% | 8% | i | 4% | 13% | -3% | 20 | 4%
COc1ccc(NC(=O)c2cncc(Br)c2)cc1S(=O)(=O)N1CCCCC1 | u | 2.5% | -19% | i | 7% | -11% | 8% | -11 | 2%
CN(C)c1ccc(CNCCC(Cc2ccccc2)c2ccco2)cc1 (stereo not given) | 0% | 5.6% | u | u | u | u | -5% | -99* | i
O=C(NC1CCCC1)c1cnn(-c2ccc(F)cc2F)c1C1CCNCC1 | u | -0.8% | 18% | i | x | 11% | -2% | x | -9%

Compound activity (PubChem BioAssay)
